CCHF vOTU inh – CCHFV vOTU protease inhibitors, primary screen, biochemical, Pep-AMC substrate, fluorescence. Crimean-Congo hemorrhagic fever virus L polyprotein viral ovarian tumor (vOTU) protease …. inhibition, % at 11.5 µM. 370,000 compounds, 0.55% hits; in the data active = inhibition above about 30%; also: 0% = vehicle wells with enzyme and 100% = no enzyme wells
PrPC surface inh – inhibitors of human cell surface prion protein PrPC, primary screen, cell-based, TR-FRET; Major prion protein (Homo sapiens), P04156; TR-FRET read-out; inhibition, % at 13.8 µM; 370,000 compounds, 0.43% hits; in the data active = inhibition above about 24%; also: 0% = median of the test wells and 100% = reference compound wells
The depositor's hits bear a star. An excerpt; count on the stated rates, not on these rows.

CC(C)NC(=O)C1C(c2ccccc2)=Nc2ccccc2N1C(=O)c1ccc(C(F)(F)F)cc1 (configuration not stated) was read as CCHF vOTU inh 7 and PrPC surface inh -5.
Screening C[C@H]1CN([C@@H](C)CO)C(=O)CCCn2nncc2CO[C@@H]1CN(C)S(=O)(=O)c1cccs1 returned CCHF vOTU inh 4 and PrPC surface inh -7.
For Cc1[nH]c2ccccc2c1CC(=O)Nc1ccc(Oc2cccnc2)cc1 the results were CCHF vOTU inh -8 and PrPC surface inh -3.
For COC(=O)C1CN(C(=O)OC(C)(C)C)C2=C1C(=O)CC(C)(C(=O)OC(C)(C)C)C2 (configuration not stated) the results were CCHF vOTU inh 6 and PrPC surface inh -1.
COc1ccccc1NC(=S)OC1CCC12CCC(c1ccccc1)CC2 (configuration not stated) was read as CCHF vOTU inh 6 and PrPC surface inh 1.
For CC(C)N1CCCCC(NC(=O)COCc2ccccc2)C1=O (configuration not stated) the results were CCHF vOTU inh -2 and PrPC surface inh -5.
`COC(=O)[C@]12C[C@H](CC(=O)NCc3cccc(C(F)(F)F)c3)C(=O)N(Cc3cccc4ccccc34)C1=C[C@H](C1CCCC1)O[C@@H]2C` gave CCHF vOTU inh 22 and PrPC surface inh 1.
`Cc1ccc(-n2c(SCC(=O)c3ccc4c(c3)OCO4)nc3ccccc3c2=O)cc1` gave CCHF vOTU inh 7 and PrPC surface inh 2.
`Cn1c2ccccc2c(=O)c2c(=O)n(CCCc3ccccc3)cnc21` gave CCHF vOTU inh 3 and PrPC surface inh 7.
`C=CCN1C(=O)[C@@H](CC(=O)NCc2cccc3ccccc23)[C@]2(C(=O)OC)CCCCC=C12` gave CCHF vOTU inh 7 and PrPC surface inh -2.
COc1ccc(C=NNC(=O)Cc2cc(=O)[nH][nH]2)c(OC)c1 was read as CCHF vOTU inh 0 and PrPC surface inh -6.
OC[C@@H]1CC[C@@H]2O[C@H](CCc3ccc(-c4ccc(F)cc4)cc3)[C@H](n3cc(C4CC4)nn3)C[C@@H]2O1 was read as CCHF vOTU inh 5 and PrPC surface inh 5.
For COC(=O)[C@]12C[C@H](CC(=O)NCCc3ccccc3OC)C(=O)N(Cc3ccc(Cl)cc3Cl)C1=C[C@H](C(C)(C)C)O[C@@H]2C the results were CCHF vOTU inh 30* and PrPC surface inh -1.
C[C@@H]1NS(=O)(=O)c2c(F)cccc2O[C@@H]1c1ccccc1 was read as CCHF vOTU inh 8 and PrPC surface inh 0.
CCSc1nnc(-c2ccco2)n1C was read as CCHF vOTU inh -9 and PrPC surface inh -1.
COC(=O)[C@]12C[C@H](CC(=O)NCCCCc3ccccc3)C(=O)N(Cc3ccc(Cl)cc3Cl)C1=C[C@H](COCc1ccccc1)O[C@@H]2C was read as CCHF vOTU inh 11 and PrPC surface inh 0.
Cc1ccc(C2c3c(n[nH]c3C)C(=O)N2Cc2ccccc2)cc1 (configuration not stated) was read as CCHF vOTU inh 11 and PrPC surface inh -13.
CO[C@H]1CN(C)C(=O)c2ccc(NC(=O)C3CCC3)cc2OC[C@H](C)N(CC2CCCCC2)C[C@@H]1C was read as CCHF vOTU inh 20 and PrPC surface inh 4.
Screening N#Cc1ccc(/C=C2\CC3(OC(=O)c4ccccc4)CCCN2C3)cc1 (configuration not stated) returned CCHF vOTU inh -2 and PrPC surface inh -8.
Screening CCCCNC(=O)C1C(c2ccc(C(F)(F)F)cc2)=Nc2ccccc2N1C(=O)C1CCN(C(C)=O)CC1 (configuration not stated) returned CCHF vOTU inh 5 and PrPC surface inh 2.
For CN1CC=C(c2ccc(C(F)(F)F)cc2)N(c2ccccc2)C1=O the results were CCHF vOTU inh 3 and PrPC surface inh -1.
CC(C)CN1C(=O)C[C@]2(C(=O)N(C)c3ccc(NC(=O)c4cc(F)ccc4F)cc32)C1c1ccccc1 (some centres not stated) was read as CCHF vOTU inh 1 and PrPC surface inh -4.
`COC1=CC(=O)OC(c2cccc(Cl)c2)C1` (configuration not stated) gave CCHF vOTU inh -5 and PrPC surface inh -4.
Screening O=Cc1coc([B-](F)(F)F)c1 returned CCHF vOTU inh 24 and PrPC surface inh 5.
`Nc1ccn([C@@H]2O[C@H](C(=O)N[C@H](Cc3ccccc3)C(=O)NCC(F)(F)F)[C@@H](O)[C@H]2O)c(=O)n1` gave CCHF vOTU inh -5 and PrPC surface inh 2.
`O=C(NC1CCCC1)C1C(c2ccc(C(F)(F)F)cc2)=Nc2ccccc2N1C(=O)c1cc2ccccc2[nH]1` (configuration not stated) gave CCHF vOTU inh 21 and PrPC surface inh -22.
`COC(=O)[C@]12C[C@H](CC(=O)NCc3cccs3)C(=O)N(Cc3cccc4ccccc34)C1=C[C@H](COCc1ccccc1)O[C@@H]2C` gave CCHF vOTU inh 5 and PrPC surface inh -4.
CC(=O)CC[C@@H]1CC[C@]2(CCCN(S(=O)(=O)C3CCCCC3)C2)O1 was read as CCHF vOTU inh -1 and PrPC surface inh -7.
`COc1cccc(N)c1` gave CCHF vOTU inh 0 and PrPC surface inh 1.
For O=C1Nc2c(Cl)cc(Cl)cc2C12Nc1ccccc1S2 (configuration not stated) the results were CCHF vOTU inh 3 and PrPC surface inh -4.
For CCOC(=O)CC[C@@]1(C(=O)OCC)C[C@@H](CC(=O)NCc2cccs2)C(=O)N2CCCC=C21 the results were CCHF vOTU inh -5 and PrPC surface inh -9.
Screening Cc1cc(NS(=O)(=O)c2ccc(NC(=O)CSc3nnc(-c4ccncc4)n3-c3ccccc3)cc2)nc(C)n1 returned CCHF vOTU inh 3 and PrPC surface inh -3.
O=C(Nc1ccc(Cl)cc1)N[C@@H]1CC[C@H](CCNS(=O)(=O)c2ccccc2F)O[C@@H]1CO was read as CCHF vOTU inh -7 and PrPC surface inh 0.
`CC(C)C[C@@H]1COc2cc(Br)ccc2S(=O)(=O)N1Cc1cn(Cc2ccco2)nn1` gave CCHF vOTU inh 5 and PrPC surface inh 0.
COc1cc2c(cc1OC)[C@@]1(c3ccccc3)CCCC[C@H]1[C@@H]2NC(=O)C(F)(F)F was read as CCHF vOTU inh 11 and PrPC surface inh 5.
`O=C(Nc1ccc2c(c1)OCCO2)C1C(c2ccccc2)=Nc2ccccc2N1C(=O)c1cccnc1` (configuration not stated) gave CCHF vOTU inh 5 and PrPC surface inh -12.
Screening COc1ccc(CNC(=O)N(C)C[C@@H]2OCc3ccccc3-c3c(n(C)c4ccccc34)C(=O)N([C@@H](C)CO)C[C@@H]2C)cc1 returned CCHF vOTU inh 24 and PrPC surface inh -6.
For Cc1ccc(C2NC(=O)c3[nH]nc(-c4ccccc4)c32)cc1 (configuration not stated) the results were CCHF vOTU inh 2 and PrPC surface inh 7.
For COC(=O)C1=C(C)N(Cc2ccccc2C(F)(F)F)C(=NCc2ccccc2)NC1CCc1ccccc1 (configuration not stated) the results were CCHF vOTU inh 29 and PrPC surface inh 20.
Screening O=C(C[C@H]1CC[C@H]2[C@@H](COC[C@@H](O)CN2C(=O)c2cnccn2)O1)NCc1ccc(Oc2ccccc2)cc1 returned CCHF vOTU inh -7 and PrPC surface inh 2.
`Nc1[nH]c2cc(C(F)(F)F)ccc2c1C(=O)NCc1ccc(F)cc1` gave CCHF vOTU inh 5 and PrPC surface inh 1.
`CCOc1ccc(C=Nn2c(-c3cccc(OC(C)C)c3)n[nH]c2=S)cc1` gave CCHF vOTU inh 17 and PrPC surface inh -4.
CC(C)(C)NC(=O)C(c1cccc2ccccc12)n1c(=O)c(-c2ccccc2)nc2ccccc21 (configuration not stated) was read as CCHF vOTU inh -8 and PrPC surface inh 1.
CC(C)C[C@H](NC(=O)C1CCCC1)C(=O)N1CCC[C@H]1C(=O)NCc1ccccc1 was read as CCHF vOTU inh 16 and PrPC surface inh 2.
C=CCN=C1NC(c2cccc(C(F)(F)F)c2)C(C(=O)OC)=C(C)N1Cc1ccccc1C(F)(F)F (configuration not stated) was read as CCHF vOTU inh 15 and PrPC surface inh 6.
`CCOC(=O)C1=CCN(S(=O)(=O)c2ccc(Cl)cc2)C1c1ccc(Cl)c(Cl)c1` (configuration not stated) gave CCHF vOTU inh 0 and PrPC surface inh 1.
Screening CCOC(=O)CC[C@@H]1CC[C@]2(CCCN(Cc3cccs3)C2)O1 returned CCHF vOTU inh 3 and PrPC surface inh 1.
`O=C(CSc1nnc(-c2ccccc2)n1-c1ccc(Cl)cc1)Nc1ccc(OCc2ccccc2)cc1` gave CCHF vOTU inh 5 and PrPC surface inh 9.
`COC(=O)C1CN(Cc2ccc(Cl)cc2)CCS(=O)(=O)N1Cc1cn(Cc2ccc(OC)cc2)nn1` (configuration not stated) gave CCHF vOTU inh -6 and PrPC surface inh 7.
Screening CCN1C(=O)N[C@H]2C[C@H](C(=O)N3CCCC3)[C@H](C)[C@H](c3ccccc3)C[C@H]21 returned CCHF vOTU inh -10 and PrPC surface inh 0.
`Cc1cccc(C)c1NC(=O)C1(C)CSCC(=O)N1CCOc1ccccc1` (configuration not stated) gave CCHF vOTU inh 31* and PrPC surface inh 7.
`Nn1c(SCC(=O)Nc2ccccc2-c2ccccc2)nnc1-c1n[nH]c2c1CCC2` gave CCHF vOTU inh -6 and PrPC surface inh 15.
Screening Cc1ccc(C)c(N2CCN(C(C(=O)NC3CCCC3)c3ccco3)CC2)c1 (configuration not stated) returned CCHF vOTU inh 18 and PrPC surface inh 0.
Screening COc1cccc(N2CCN(CC(=O)NCc3ccc(F)cc3)CC2)c1 returned CCHF vOTU inh -4 and PrPC surface inh 1.
`CN1C(=O)c2cc(NC(=O)c3ccccc3)ccc2OC[C@H]2O[C@@H](CC(=O)NCC3CC3)CC[C@@H]21` gave CCHF vOTU inh -8 and PrPC surface inh -11.
Screening Cc1ccc(Cn2cc(COC(=O)Nc3ccc(F)cc3)nn2)cc1 returned CCHF vOTU inh -2 and PrPC surface inh 0.
Screening CCN(C[C@H]1[C@@H](c2ccc(C3=CCCC3)cc2)[C@H](CO)N1c1nc(C)c(C)s1)S(=O)(=O)c1ccccc1[N+](=O)[O-] returned CCHF vOTU inh 3 and PrPC surface inh -3.
CC(C)c1[nH]nc2c1C(c1ccccc1)N(c1ccccc1)C2=O (configuration not stated) was read as CCHF vOTU inh -3 and PrPC surface inh 0.
Screening COc1cc(-n2c(C)nc3cc(C(=O)N4CCN(C(C)=O)CC4)ccc32)cc(OC)c1OC returned CCHF vOTU inh -2 and PrPC surface inh -5.
For Cc1ccccc1NC(=O)OC1CCC12CCCCC2 (configuration not stated) the results were CCHF vOTU inh 4 and PrPC surface inh -6.

Arranged by length of the SMILES (ascending): part of the list above.
For Cc1ccccc1NC(=O)OC1CCC12CCCCC2 (configuration not stated) the results were CCHF vOTU inh 4 and PrPC surface inh -6.
Screening COc1cccc(N2CCN(CC(=O)NCc3ccc(F)cc3)CC2)c1 returned CCHF vOTU inh -4 and PrPC surface inh 1.
CC(C)c1[nH]nc2c1C(c1ccccc1)N(c1ccccc1)C2=O (configuration not stated) was read as CCHF vOTU inh -3 and PrPC surface inh 0.
`Cc1cccc(C)c1NC(=O)C1(C)CSCC(=O)N1CCOc1ccccc1` (configuration not stated) gave CCHF vOTU inh 31* and PrPC surface inh 7.
`Nc1[nH]c2cc(C(F)(F)F)ccc2c1C(=O)NCc1ccc(F)cc1` gave CCHF vOTU inh 5 and PrPC surface inh 1.
Screening Cc1ccc(C)c(N2CCN(C(C(=O)NC3CCCC3)c3ccco3)CC2)c1 (configuration not stated) returned CCHF vOTU inh 18 and PrPC surface inh 0.
`Nn1c(SCC(=O)Nc2ccccc2-c2ccccc2)nnc1-c1n[nH]c2c1CCC2` gave CCHF vOTU inh -6 and PrPC surface inh 15.
`CCOC(=O)C1=CCN(S(=O)(=O)c2ccc(Cl)cc2)C1c1ccc(Cl)c(Cl)c1` (configuration not stated) gave CCHF vOTU inh 0 and PrPC surface inh 1.
Screening COc1cc(-n2c(C)nc3cc(C(=O)N4CCN(C(C)=O)CC4)ccc32)cc(OC)c1OC returned CCHF vOTU inh -2 and PrPC surface inh -5.
`O=C(CSc1nnc(-c2ccccc2)n1-c1ccc(Cl)cc1)Nc1ccc(OCc2ccccc2)cc1` gave CCHF vOTU inh 5 and PrPC surface inh 9.
CC(C)(C)NC(=O)C(c1cccc2ccccc12)n1c(=O)c(-c2ccccc2)nc2ccccc21 (configuration not stated) was read as CCHF vOTU inh -8 and PrPC surface inh 1.
`COC(=O)C1CN(Cc2ccc(Cl)cc2)CCS(=O)(=O)N1Cc1cn(Cc2ccc(OC)cc2)nn1` (configuration not stated) gave CCHF vOTU inh -6 and PrPC surface inh 7.
Screening CCN1C(=O)N[C@H]2C[C@H](C(=O)N3CCCC3)[C@H](C)[C@H](c3ccccc3)C[C@H]21 returned CCHF vOTU inh -10 and PrPC surface inh 0.
Screening CCN(C[C@H]1[C@@H](c2ccc(C3=CCCC3)cc2)[C@H](CO)N1c1nc(C)c(C)s1)S(=O)(=O)c1ccccc1[N+](=O)[O-] returned CCHF vOTU inh 3 and PrPC surface inh -3.

Next section
`CN1c2ccc(Br)cc2[C@H]2NCC[C@H]2[C@H]1CO` gave CCHF vOTU inh -8 and PrPC surface inh -11.
For O=C(NCc1ccccc1)[C@@H]1CCCN1C(=O)[C@H]1CCCN1C(=O)N1CCCCC1 the results were CCHF vOTU inh 2 and PrPC surface inh 6.
`N=c1c2c(-c3ccccc3)c(-c3ccccc3)n(Cc3ccccc3)c2ncn1C1CCOCC1` gave CCHF vOTU inh 5 and PrPC surface inh -14.
CC(=O)N1C[C@@H](c2c[nH]c3ccccc23)C=C[C@H]1C(=O)NS(=O)(=O)c1ccc(C)cc1 was read as CCHF vOTU inh -2 and PrPC surface inh -6.
Screening CCN=C1NC(c2ccc(C(F)(F)F)cc2)C(C(=O)OC)=C(C)N1Cc1cccc(C(F)(F)F)c1 (configuration not stated) returned CCHF vOTU inh 22 and PrPC surface inh -6.
`COC(=O)[C@]12C[C@H](CC(=O)NCC34CC5CC(CC(C5)C3)C4)C(=O)N(Cc3cccc4ccccc34)C1=C[C@H](C(C)C)O[C@@H]2C1CC1` gave CCHF vOTU inh 6 and PrPC surface inh -5.
